MEP2 TOR yeast: modulators of MEP2-GFP levels in yeast, primary screen, S. cerevisiae, multiplex flow cytometry, MLPCN library; S. cerevisiae MEP2-GFP strain, 3 h; 100% = DMSO control level; GFP response vs DMSO, % at 10 µM; 330,000 tested, 0.51% active;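 active means GFP response versus DMSO above a set limit, roughly screen mean plus 3 SD, cut at about 180% in these data; inconclusive means fewer than 70 cells counted for a yeast strain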;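 further: median GFP fluorescence of the barcode-gated MEP2-GFP cells per well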
LAP4-GFP MLPCN: modulators of LAP4-GFP expression in yeast, primary screen, S. cerevisiae, multiplex flow cytometry, MLPCN library; 3 h; median GFP as percent of DMSO wells; GFP response vs DMSO, % at 10 µM; 320,000 tested, 0.34% active; AID 2023, 2009;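 active means GFP response vs DMSO above a set limit, about the screen mean plus 3 SD, cut at about 150% in these data; inconclusive means under 70 cell events counted for the yeast strain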
AHR act: AHR activators, primary screen, cell-based, luminescence, luciferase reporter, human. 320,000 tested, 2.5% active. activation, % at 5 µM. AHR-responsive luciferase reporter cells; in the data active means activation above about 47%;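 further: 0% = vehicle wells and 100% = reference agonist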
RPL19A TOR yeast: RPL19A-GFP expression modulators in yeast, primary screen, cell-based, S. cerevisiae, multiplex flow cytometry, MLPCN; S. cerevisiae RPL19A-GFP strain, 3 h; active compounds read low; percent response vs DMSO, % at 10 µM; 330,000 tested, 0.3% active;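 active means percent response vs DMSO below 50%; inconclusive means fewer than 70 events counted for the yeast strain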;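 further: median channel GFP fluorescence of the barcoded RPL19A-GFP strain; ratio of sample median GFP to plate DMSO average so 100% = DMSO; lower means less RPL19A-GFP as with rapamycin TOR inhibition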
JMJD2C inh: inhibitors of GASC-1 histone demethylase, primary screen, biochemical, fluorescence, DELFIA europium; Lysine-specific demethylase 4C (Homo sapiens), Q9H3R0; inhibition, % at 2.35 µM; GST-JMJD2C(1-420) H3K9me3 demethylation; 330,000 tested, 0.069% active;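 active means more than half of a compound's replicate wells show inhibition beyond 50%, single wells judged on their own value; inconclusive means some, but no more than half, of replicates pass 50% inhibition; inactive means no replicate passes 50% inhibition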;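 further: signal counts dimethyl H3K9 product captured on neutravidin plate; 0% = median of DMSO wells and 100% = 0.3 times that DMSO median; strong numbers were not always called active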
Target sequence (Q9H3R0 1-420 limits assumed): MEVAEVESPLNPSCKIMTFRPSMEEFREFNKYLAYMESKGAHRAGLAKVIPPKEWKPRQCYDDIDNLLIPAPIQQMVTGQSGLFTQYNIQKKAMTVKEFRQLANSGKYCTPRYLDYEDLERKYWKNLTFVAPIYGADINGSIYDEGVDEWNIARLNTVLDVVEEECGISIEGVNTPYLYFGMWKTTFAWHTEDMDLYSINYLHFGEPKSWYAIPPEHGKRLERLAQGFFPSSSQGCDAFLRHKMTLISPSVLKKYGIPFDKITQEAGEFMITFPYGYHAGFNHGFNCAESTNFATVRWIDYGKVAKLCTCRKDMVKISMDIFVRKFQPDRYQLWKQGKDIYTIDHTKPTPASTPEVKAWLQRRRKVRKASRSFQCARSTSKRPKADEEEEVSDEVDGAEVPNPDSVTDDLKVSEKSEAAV
proCasp7 act: procaspase-7 activators, primary screen, counter-screen for procaspase-3 activator project, biochemical, absorbance, HTS, human; 330,000 tested, 0.093% active; activation, % at 8.5 µM; recombinant procaspase-7, Ac-DEVD-pNA absorbance 405 nm; D23A/D198A/D206A triple mutant, cannot self-cleave; scale: DMSO 0, 5 µM enzyme 100; AID 463210, 2010;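 active means percent activation above the screen-wide mean plus 3 SD, cut at about 25% in these data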
Target sequence (P55210 whole entry D23A/D198A/D206A): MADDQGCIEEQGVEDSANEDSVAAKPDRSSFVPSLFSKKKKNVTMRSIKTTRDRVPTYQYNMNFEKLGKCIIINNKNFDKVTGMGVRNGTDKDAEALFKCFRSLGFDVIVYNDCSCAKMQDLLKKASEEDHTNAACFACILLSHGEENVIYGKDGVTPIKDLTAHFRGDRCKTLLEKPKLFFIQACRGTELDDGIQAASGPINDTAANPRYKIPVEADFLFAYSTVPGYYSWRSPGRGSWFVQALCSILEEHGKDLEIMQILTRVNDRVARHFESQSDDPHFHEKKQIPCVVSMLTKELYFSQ
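Replicates: singlicate. Assay system: Procaspase-7 triple mutant (PC-7 D3A). Signal: 405 nm absorbance of p-nitroaniline. Times: 1 h preincubation, 2 h reaction. Buffer or medium: Zinc-free HEPES pH 7.4 with 300 mM NaCl, 0.01% Triton X-100. Also added: DEVD-pNA substrate. Benchmarks: DMSO wells as 0%, DMSO with 5 µM added PC-7 as 100%.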
Yeast superoxide: reduction of superoxide in aged yeast, primary screen, HTS; S. cerevisiae aged cells, superoxide DHE fluorescence; active compounds read low; superoxide response (% of plate mean), % at 10 µM; 330,000 tested, 0.18% active; AID 2690, 2010;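 active means superoxide response under a set limit, about three screen SD below normal, cut at about 65% in these data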;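 further: yeast aged for seven days with compound at 30 °C before DHE staining; 100% = average MFI of all compound-treated wells on the plate with controls excluded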
proCasp3 act: activators of human procaspase-3 D3A mutant, primary screen, biochemical, absorbance, PC-3 D3A mutant, single concentration. Caspase-3 (Homo sapiens), P42574. recombinant procaspase-3 D3A, Ac-DEVD-pNA absorbance 405 nm. activation, % at 8.5 µM. 330,000 tested, 0.11% active. AID 463141, 2010;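 active means activation above the mean of all tested compounds plus 3 SD, cut at about 21% in these data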;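 further: 0% = DMSO alone and 100% = DMSO wells spiked with extra 5 µM PC-3 D3A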
Target sequence (P42574 whole entry D9A/D28A/D175A): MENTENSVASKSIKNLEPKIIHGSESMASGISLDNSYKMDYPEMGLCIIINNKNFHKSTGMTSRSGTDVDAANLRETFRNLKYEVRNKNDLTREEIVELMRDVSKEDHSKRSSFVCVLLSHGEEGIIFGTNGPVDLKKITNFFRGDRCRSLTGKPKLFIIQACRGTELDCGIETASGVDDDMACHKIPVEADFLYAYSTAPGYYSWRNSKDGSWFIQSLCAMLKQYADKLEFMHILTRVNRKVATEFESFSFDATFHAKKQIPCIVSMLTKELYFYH
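Assay system: Procaspase-3 D3A mutant, all three cleavage aspartates alanine. Buffer or medium: Zinc-free HEPES saline buffer with Triton X-100. Times: 1 h compound preincubation, 2 h substrate hydrolysis at 25 °C. Measured by: 405 nm absorbance of p-nitroaniline, reads at 0 and 120 min. Read-out basis: percent activation relative to control range. Replicates: singlicate.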
Starred values were filed as active, the others as inactive; ? = inconclusive; . = no result given; [ ] = remark or other dose.

Results follow in this order: MEP2 TOR yeast, LAP4-GFP MLPCN, AHR act, RPL19A TOR yeast, JMJD2C inh, proCasp7 act, Yeast superoxide, proCasp3 act
> CC(C)(C)NC(=O)c1ccc2nsnc2c1
  104.4, 98.2, -1.6, 105.2, -3.6, -4.2, 97.9, -0.5
> CC(C)c1ccc(-c2nnn(CCC#N)n2)cc1
  98.9, 104.5, -0.6, 90.3, -39.3, 11.4, 93.9, -1.2
> COc1cc(Cl)cc(C2NC(=O)NC(C)=C2C(=O)NCc2ccccc2)c1O (stereo not given)
  102.9, 77.0, -1.2, 116.1, -5.4, 3.2, 103.3, 3.9
> O=C(CN1CCOCC1)OCCCc1ccccc1
  106.1, 118.0, 1.5, 100.5, 9.5, -0.1, 88.9, 4.6
> O=C(c1cc(-c2ccccc2)n[nH]1)N1CCc2c([nH]c3ccccc23)C1c1ccccn1 (stereo not given)
  99.6, 108.5, 5.6, 97.5, -8.3, 10.6, 105.1, 2.5
> COc1ccc(S(=O)(=O)NCc2ccccn2)cc1NC(=O)c1ccc(Cl)cc1
  88.5, 81.5, -0.5, 83.4, 158.0, 5.1, 101.6, 8.8
> COc1ccc(CCN2C(=O)CSC2=S)cc1OC
  109.0, 99.9, -3.4, 104.1, -9.5, -12.5, 88.0, -6.0
> COc1ccc(-c2nc(N)n(C(C)=O)n2)cc1
  161.9, 94.5, -2.0, 47.6*, 8.0, 3.0, 89.5, 1.9
> COc1cccc(/C=N/NC(=O)c2oc3nc(-c4ccccc4)cc(-c4ccco4)c3c2N)c1
  101.2, 103.7, 46.8, 97.5, -28.5, -3.2, 90.3, -0.4
> Cc1nc2ccc(NC(=O)c3ccc(=O)[nH]c3)cc2s1
  102.3, 91.2, 11.4, 101.8, -2.4, -2.8, 99.2, -1.4
> COc1ccc(Oc2ccc3c(C(F)(F)F)cc(C(F)(F)F)nc3n2)cc1
  98.8, 95.3, -0.6, 100.7, -3.6, -2.4, 88.9, -2.2
> CC1C2=C(CC(C)(C)CC2=O)NC2=C1C(=O)CC(C)(C)C2
  87.8[may fluoresce violet], 109.5[may fluoresce violet], -1.5, 43.4*[may fluoresce violet], 5.2, -0.1, 90.3, -5.0
> COc1ccccc1CNC(=O)C(C)Sc1ccc(C)cc1 (stereo not given)
  99.3, 107.8, 15.4, 94.4, 24.9, -1.7, 96.7, 3.8
> CCOC(=O)CC1Sc2ccccc2NC1=O (stereo not given)
  98.1, 97.7, 0.9, 102.7, 0.5, 1.3, 89.1, 3.8
> CCCN1C2=C(C(=O)CC(C)(C)C2)C(c2ccc(F)cc2)C2=C1c1ccccc1C2=O (stereo not given)
  99.6, 94.6, 0.5, 102.5, -2.1, -8.6, 97.6, 2.3
> COc1ccc2cc(/C(C)=N/NC(=S)Nc3cc(S(=O)(=O)N4CCOCC4)ccc3N3CCOCC3)ccc2c1
  98.2, 102.3, 2.3, 102.9, 6.2, 5.9, 100.4, -3.2
> COc1cc(OC)c(NC(=S)NCc2ccc(F)cc2)cc1Cl
  101.6, 95.1, 5.2, 94.5, 2.1, 8.7, 97.6, 4.1
> COc1ccc(OC(=O)c2cccc(S(=O)(=O)N3CC(C)OC(C)C3)c2)cc1 (stereo not given)
  102.4, 105.3, -0.8, 98.2, ., 2.4, 104.4, 1.5
> COc1ccccc1Oc1ccc(-c2cnc3ccccc3n2)cc1[N+](=O)[O-]
  94.4, 99.2, 55.5*, 93.1, 54.5, -2.7, 105.5, -0.1
> COC(=O)CC1(C(=O)OC)Oc2ccc(Br)cc2C(=O)N1c1cccc(Cl)c1Cl (stereo not given)
  103.3, 110.1, 18.0, 97.4, 19.7, 0.7, 82.6, 3.7
> O=[N+]([O-])c1ccc(F)c(N=Cc2ccc(Br)s2)c1
  101.2, 96.6, -0.2, 102.2, -1.3, -0.9, 89.3, 3.5
> CCOc1ccccc1C(=O)NC(C)c1ccc2c(c1)OCO2 (stereo not given)
  92.9, 95.6, 52.5*, ., -6.6, -0.2, 110.3, 1.1
> COc1ccc(/C=C(\C#N)C(=O)OCC(=O)Nc2ccc(C(C)(C)C)cc2)cc1
  124.8, 117.4, 0.7, 104.2, 3.0, 4.9, 97.6, -1.1
> Cc1nn2c(N3CCCC3)c3c(nc2c1-c1ccccc1)CCC3
  101.4, 105.0, 0.5, 99.8, -0.8, -5.0, 100.0, -1.9
> CCCNC(=O)c1ccccc1NC(=O)COc1ccc(OC)cc1
  107.7, 116.7, -1.0, 104.6, -8.5, 0.6, 96.1, 0.8
> CC(C)NS(=O)(=O)c1cccc2nsnc12
  92.5, 86.8, -1.4, 84.1, 13.9, -0.6, 92.2, -5.1
> CCOC(=O)C(=O)/C(=C\N(C)C)c1onc(-c2ccccc2Cl)c1C(=O)OC
  106.6, 102.7, 0.1, 103.2, 17.9, -2.8, 93.6, -4.9
> O=C(CNC(=O)c1ccccc1)OCCOc1cccc(Cl)c1
  99.7, 113.0, 3.7, 101.9, 4.0, 0.0, 102.1, 8.2
> Cc1ccc(CN2CC34C=CC(O3)C(C(=O)NCc3ccco3)C4C2=O)cc1 (stereo not given)
  107.5, 96.2, -1.4, 101.5, 10.0, 3.1, 93.7, 1.7
> COc1cccc(NC(=O)CCNC(=O)Cn2ccc3ccccc3c2=O)c1
  159.1[may fluoresce violet], ?, 0.7, 62.3[may fluoresce violet], -11.3, 5.6, 100.2, -4.7
> COc1ccc(Cl)cc1NC(=O)COC(=O)c1ccc(Br)o1
  92.8, 101.2, 2.2, 90.9, 13.9, -2.4, 103.1, 3.0
> COC(=O)c1cc(Br)ccc1OC(=O)c1cccnc1
  98.8, 101.0, 1.0, 106.2, -7.5, 10.8, 91.8, 2.8
> CCOC(=O)c1ccc(NC(=O)c2nc[nH]c2C(=O)N(CC)CC)cc1
  91.3, 112.2, 29.6, 103.7, 17.2, 2.1, 89.3, 6.3
> COc1ccc(NC(=S)N2CCC(NC(=O)c3cccc(F)c3)CC2)cc1
  91.0, 98.6, -0.4, 102.4, -9.6, -8.5, 110.5, -4.0
> CCOC(=O)c1c(-c2ccc(F)cc2)csc1NC(=O)C1CC=CCC1C(=O)O (stereo not given)
  102.4, 98.3, -0.6, 103.0, 2.4, -8.0, 110.6, -15.5
> CC[n+]1ccc2cc(OC)c(OC)cc2c1Cc1ccc(OC)c(OC)c1
  99.6, 111.1, 0.8, 99.3, 3.9, -11.3, 97.3, -4.5
> OC1CCCCC1Sc1nc2ccccc2s1 (stereo not given)
  98.7, 96.1, 2.8, 97.2, -19.8, -1.2, 92.1, 0.5
> COc1ccc(S(=O)(=O)N2CCC(NC(=O)C(Cc3cccc(OC)c3OC)NC(C)=O)CC2)cc1 (stereo not given)
  99.1, 96.6, -1.7, 101.3, -3.7, 17.8, 97.7, -0.3
> NC(=O)c1ccc(Cc2ncc(C(F)(F)F)cc2Cl)s1
  100.7, 102.9, -2.7, 100.8, 8.8, 2.3, 105.8, -2.6
> N#CCC(N)=C(C#N)C#N
  96.7, 105.0, 1.4, 100.7, -13.8, -9.4, 111.3, 0.7

Some of these compounds in order of molecular weight, ascending:
Results follow in this order: MEP2 TOR yeast, LAP4-GFP MLPCN, AHR act, RPL19A TOR yeast, JMJD2C inh, proCasp7 act, Yeast superoxide, proCasp3 act
> CC(C)NS(=O)(=O)c1cccc2nsnc12
  92.5, 86.8, -1.4, 84.1, 13.9, -0.6, 92.2, -5.1
> O=[N+]([O-])c1ccc(F)c(N=Cc2ccc(Br)s2)c1
  101.2, 96.6, -0.2, 102.2, -1.3, -0.9, 89.3, 3.5
> Cc1ccc(CN2CC34C=CC(O3)C(C(=O)NCc3ccco3)C4C2=O)cc1 (stereo not given)
  107.5, 96.2, -1.4, 101.5, 10.0, 3.1, 93.7, 1.7

(cont.)
Results follow in this order: MEP2 TOR yeast, LAP4-GFP MLPCN, AHR act, RPL19A TOR yeast, JMJD2C inh, proCasp7 act, Yeast superoxide, proCasp3 act
> COC(=O)c1sccc1NC(=O)c1ccco1
  100.9, 97.5, 9.3, 104.8, -6.8, 8.0, 91.7, -3.3
> C=C(c1ccccc1O)n1ccnc1
  97.3, 92.0, 10.6, 102.8, -17.6, -4.8, 88.4, -0.4
> O=C(c1cn(-c2ccccc2)nc1-c1ccc(Cl)cc1)N1CCOCC1
  98.3, 100.6, -2.2, 96.6, 1.7, -1.5, 111.3, 0.0
> O=C(Nc1nnc(-c2ccccc2)o1)c1cccc(S(=O)(=O)N2CCOCC2)c1
  101.9, 100.8, 2.1, 100.4, 7.3, 7.8, 95.9, 0.4
> O=C(CCC1CC(=O)Nc2ccccc21)NCc1ccc(F)cc1 (stereo not given)
  110.7, 106.7, 3.3, 108.5, 5.0, -5.1, 130.6, -0.8
> COc1ccc(-c2[nH]ncc2-c2cnn(-c3ccccc3)c2)c(O)c1
  99.6, 97.7, 11.4, 98.3, -9.7, 12.1, 107.9, 2.4
> C[C@H](NC(N)=O)C(=O)Nc1ccc(OCc2ccccc2)cc1
  106.7, 108.0, 6.5, 104.0, 1.2, 3.8, 127.3, 5.9
> CS(=O)(=O)N(CC(=O)N1CCCC1)c1ccc2c(c1)OCCO2
  111.6, 102.5, -1.9, 101.7, -5.4, -4.0, 121.9, -5.4
> O=C(Cc1ccc(-c2ccccc2)cc1)Nc1ccccc1
  325.7*[may fluoresce violet], 95.4[may fluoresce violet], 3.7, 56.1[may fluoresce violet], -12.4, -5.2, 126.7, -5.7
> CCOc1ccc(Cc2onc3c2C(=O)CC(C)(C)C3)cc1OCC
  97.7, 100.8, 1.3, 98.8, 3.2, 1.1, 95.7, 0.6
> CCOc1ccccc1/C=C/C(=O)N1CCN(C(=O)c2ccco2)CC1
  104.9, 94.2, 8.1, 99.5, 4.8, -2.2, 75.8, -3.6
> COc1ccc(C2CC(=O)Oc3c(C(CCN4CCCC(C)C4)c4ccc(N(C)C)cc4)c(OC)cc(OC)c32)cc1 (stereo not given)
  90.0, 104.5, 7.4, 103.0, -13.6, -9.8, 98.5, 12.8
